High-throughput results (PubChem)
Imprint erasure = qHTS Assay for Compounds that Induce Erasure of Genomic Imprints; mouse ES Peg3-LacZ reporter, beta-gal luminescence, 40 h; Potency, µM (highest dose often 60.7 µM), without a hit: at the highest dose activity change, positive = activation, most hits filed as activators; AID 1948, 2009; 0.02% of 110,000 active; active = well fitted activation curve with a large enough effect; inconclusive = small, poorly fitted or top-dose-only effect; inactive = no such curve, though single readings can be large or run the other way;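 note: 0% = negative control wells on the plate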
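Gelatin-coated wells received 300 freshly trypsinized female ES cells with a Peg3LacZ-Neo reporter on the maternal allele, then incubated 40 hours at 37C. BetaGlo was added for 5 minutes at room temperature before a single luminescence read.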
IkB signaling = IkB Signaling | ABC-DLBCL IkBa-CBG/CBR dual luciferase ratio, 4 h; response scale: scaled: untreated 0%, proteasome inhibitor 100% | Potency, µM (top dose mostly 57.1 µM), without a hit: top-dose IkBa stabilization activation | 0.04% of 110,000 active; active = well fitted curve in the direction sought with a large enough effect in the signal ratio, not every such curve was filed as active; inconclusive = small, poorly fitted or top-dose-only effect, or a change in a side signal; the % refers to the signal ratio;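 note: the direction sought is a rising ratio; 0% = basal untreated cells and 100% = reference inhibitor full response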
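In this assay, an IκBα–CBG68 fusion accumulates when IKK-driven degradation is blocked; native CBR normalizes for cell number. OCI-Ly3 cells were treated 4 h with compound and doxycycline, then green and red light read after Chroma-Glo addition.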
An asterisk follows results filed as active. Potency is the fitted concentration of half-maximal effect. Some of the compounds tested (hit frequency here may not be typical).

What do the screens show for `C[C@@]12CCC(=O)C=C1CC[C@H]1[C@H]3CC[C@](O)(C(=O)CO)[C@]3(C)CC[C@@H]12`?
IkB signaling: inconclusive

Results for CN1CCC(Nc2ncc3ncnc(Nc4ccc(F)c(Cl)c4)c3n2)CC1 ?
Imprint erasure: -7%

What do the screens show for `CN=C(NC#N)Nc1ccc(C2=NNC(=O)CC2C)cc1` (stereo not drawn)?
Imprint erasure: -14%

What do the screens show for `CCc1cc(-c2n[nH]c(C)c2-c2ccc3c(c2)OCCO3)c(O)cc1O`?
Imprint erasure: -10%

What do the screens show for `C[C@H]1c2cccc(O)c2C(O)=C2C(=O)[C@]3(O)C(O)=C(C(N)=O)C(=O)[C@@H](N(C)C)[C@@H]3[C@@H](O)[C@@H]21`?
Imprint erasure: -15%

How did C#C[C@]1(O)CC[C@H]2[C@@H]3CCC4=CC(=O)CC[C@@H]4[C@H]3CC[C@@]21CC do in these assays?
Imprint erasure: -1%

Three neighbouring entries out of the list so far, quoted:
What do the screens show for `CCc1cc(-c2n[nH]c(C)c2-c2ccc3c(c2)OCCO3)c(O)cc1O`?
Imprint erasure: -10%

What do the screens show for `C[C@H]1c2cccc(O)c2C(O)=C2C(=O)[C@]3(O)C(O)=C(C(N)=O)C(=O)[C@@H](N(C)C)[C@@H]3[C@@H](O)[C@@H]21`?
Imprint erasure: -15%

How did C#C[C@]1(O)CC[C@H]2[C@@H]3CCC4=CC(=O)CC[C@@H]4[C@H]3CC[C@@]21CC do in these assays?
Imprint erasure: -1%

Quoted at random: two compounds from above
What do the screens show for `C[C@H]1c2cccc(O)c2C(O)=C2C(=O)[C@]3(O)C(O)=C(C(N)=O)C(=O)[C@@H](N(C)C)[C@@H]3[C@@H](O)[C@@H]21`?
Imprint erasure: -15%

What do the screens show for `CCc1cc(-c2n[nH]c(C)c2-c2ccc3c(c2)OCCO3)c(O)cc1O`?
Imprint erasure: -10%
